From PubChem BioAssay
PvdQ acylase: blocks Pseudomonas aeruginosa PvdQ acylase activity. inhibition, % at 10 µM. 0.063% of 340,000 active. purified PvdQ acylase, fluorescence plate reader; in the data active means inhibition above about 30%, passing the limit was not always enough;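 further: 0% = vehicle neutral wells and 100% = reference inhibitor wells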
PKA-R2B act: activates the human PKA-R2B holoenzyme complex; P22694+P31323; activation, % at 11.4 µM; AID 504700; 0.079% of 340,000 active; PKA-R2B holoenzyme dissociation, Cy5-IP20 fluorescence polarization; R2B truncated from residue 108, S112A mutant; 0% DMSO only, 100% 113 µM cGMP;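 active means activation above a cutoff set at the mean over all compounds plus 3 SD, cut at about 18% in these data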;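 further: higher means more holoenzyme dissociation and a rise in polarization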
Target sequence (P31323 whole entry, looked up, other chains not shown, the tested form may be a part): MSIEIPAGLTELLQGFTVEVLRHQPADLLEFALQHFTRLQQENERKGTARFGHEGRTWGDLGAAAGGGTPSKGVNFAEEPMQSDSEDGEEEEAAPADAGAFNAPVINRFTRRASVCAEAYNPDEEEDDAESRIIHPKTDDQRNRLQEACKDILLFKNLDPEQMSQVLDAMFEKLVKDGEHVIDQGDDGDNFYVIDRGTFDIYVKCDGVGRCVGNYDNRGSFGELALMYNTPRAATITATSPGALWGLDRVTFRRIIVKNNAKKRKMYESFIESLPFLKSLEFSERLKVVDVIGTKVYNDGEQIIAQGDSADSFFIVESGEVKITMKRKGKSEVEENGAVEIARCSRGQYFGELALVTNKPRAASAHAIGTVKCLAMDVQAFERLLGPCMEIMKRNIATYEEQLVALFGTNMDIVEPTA
LANA DNA inh: inhibitors of KSHV LANA C-terminal domain DNA binding. MBP-C-LANA/FAM-LBS DNA binding, fluorescence polarization. inhibition, % at 9 µM. 0.078% of 340,000 active. AID 504423;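 active means highest replicate inhibition at or above 60% at 9 µM, even if other replicates fall short; inactive means all replicates below 60% inhibition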;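 further: 0% = neutral control wells and 100% = 4 µM acridine orange control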
SR-BI DiI-HDL act: activators of SR-BI mediated HDL lipid uptake; CHO ldlA[mSR-BI] cells, DiI-HDL uptake fluorescence, 3 h; 100 = double the neutral-control signal; activation, % at 12.5 µM; 0.096% of 320,000 active;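 active means mean replicate activation of at least 60% and every replicate at or above 60%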;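 further: 0% = median plate neutral-control signal and 100% = twice that signal; values of inactives mirror those of a sister screen read the other way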
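Test system: SR-BI-overexpressing, LDLR-lacking CHO cells. Measured by: DiI fluorescence, bottom read. Medium: Ham's F12 with 0.5% BSA, HEPES 25 mM, pH 7.4. Timing: 3 h uptake period with compound, 37 °C.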
SR-BI DiI inh: blocks mouse SR-BI lipid uptake from DiI-HDL; Q61009; ldlA[mSR-BI] CHO cells, DiI-HDL uptake fluorescence, 3 h; inhibition, % at 12.5 µM; 0.96% of 320,000 active;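 active means mean replicate inhibition of at least 70% and a set share of replicates each scoring 70 or more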;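 further: 0% = median of neutral control wells and 100% = median of positive control wells; values of inactives mirror those of a sister screen read the other way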
DAGLB inhibitor: diacylglycerol lipase beta (human) inhibition | inhibition, % at 5.17 µM | 0.059% of 340,000 active | Q8NCG7 | HEK293T DAGLB membrane lysate, EnzChek fluorogenic substrate | AID 504411; in the data active means inhibition above about 34%;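 further: 0% = enzyme with vehicle and 100% = wells lacking enzyme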
NSD2 inh: blocks human histone methyltransferase NSD2; O96028; NSD2 peptide methylation, AlphaScreen, 120 min; inhibition, % at 12.5 µM; 0.54% of 310,000 active; AID 743445; in the data active means inhibition above about 50%
Keap1 Nrf2 FP: inhibitors of human Keap1-Nrf2 protein-protein interaction; Q14145; Keap1 Kelch-Nrf2 peptide fluorescence polarization, 1536-well; inhibition, % at 9.4 µM; 0.15% of 340,000 active; in the data active means inhibition above about 12%;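 further: human Keap1 Kelch domain with fluorescein labeled Nrf2 9mer peptide probe; 0% = neutral control wells and 100% = peptide positive control; higher means more block of Keap1 binding to Nrf2 peptide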
Target sequence (Q14145 whole entry, looked up, the tested form may be a part): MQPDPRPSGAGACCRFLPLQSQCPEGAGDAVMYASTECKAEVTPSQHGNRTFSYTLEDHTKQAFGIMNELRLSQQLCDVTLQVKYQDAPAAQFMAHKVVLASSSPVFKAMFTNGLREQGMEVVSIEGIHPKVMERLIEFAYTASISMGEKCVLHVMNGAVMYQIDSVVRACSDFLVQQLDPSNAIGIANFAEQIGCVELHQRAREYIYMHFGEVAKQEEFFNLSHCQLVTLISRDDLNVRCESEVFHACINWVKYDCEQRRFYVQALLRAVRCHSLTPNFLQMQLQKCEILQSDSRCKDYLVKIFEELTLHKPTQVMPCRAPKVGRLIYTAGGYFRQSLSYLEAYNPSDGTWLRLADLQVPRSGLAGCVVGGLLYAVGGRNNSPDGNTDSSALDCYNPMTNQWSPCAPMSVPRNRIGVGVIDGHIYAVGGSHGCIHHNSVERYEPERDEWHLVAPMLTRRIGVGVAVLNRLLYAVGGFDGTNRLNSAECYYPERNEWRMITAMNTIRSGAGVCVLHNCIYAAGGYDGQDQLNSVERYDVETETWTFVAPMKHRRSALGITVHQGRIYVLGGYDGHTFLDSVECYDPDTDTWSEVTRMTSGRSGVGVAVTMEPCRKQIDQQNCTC
RTF Ca sens inh: cardiac RTF calcium desensitization; IANBD-labeled cardiac RTF, Ca2+ fluorescence; inhibition, % at 7.15 µM; 0.12% of 340,000 active;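 active means inhibition above the mean inhibition of all tested compounds plus 3 SD, cut at about 17% in these data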;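 further: assay run at fixed EC70 calcium of 1.6 mM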
Arrestin-AP2 inh: human beta-arrestin and AP2 interaction inhibition | FITC-arrestin peptide / GST-AP2 beads, flow cytometry; AP2 beta2 appendage carries R879A mutation | inhibition, % at 10 µM | 0.31% of 340,000 active;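 active means inhibition above a set limit, near 3 SD of compounds lacking own fluorescence, cut at about 54% in these data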;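 further: plate controls were DMSO wells for no effect and 5 µM unlabelled arrestin peptide for full effect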
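Test system: GST-tagged AP2 beta2-adaptin appendage (R879A) on 4 µm glutathione beads; also added: fluorescein-tagged arrestin peptide at 50 nM final; timing: 12 min plus 1 h, RT; signal: flow cytometry, FL1 (488/535 nm); read-out: percent drop in bead-associated FITC signal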
Numbers without * were called inactive; / = not tested or not shown.

SMILES	PvdQ acylase	PKA-R2B act	LANA DNA inh	SR-BI DiI-HDL act	SR-BI DiI inh	DAGLB inhibitor	NSD2 inh	Keap1 Nrf2 FP	RTF Ca sens inh	Arrestin-AP2 inh
O=C(COC(=O)/C=C/c1ccc(OC(F)F)cc1)NCc1cccs1	-15.3	-5.0	-0.8	16.0	-15.9	-2.5	-3.1	-1.9	-6.4	13.6
Brc1ccc(-c2csc(-c3c[nH]c4ccccc34)n2)cc1	-13.8	-7.3	1.8	/	/	-1.6	-1.2	3.9	-1.5	2.8
COc1ccc(/C=C(\NC(=O)c2ccc(C)cc2)C(=O)Nc2c(C)n(C)n(-c3ccccc3)c2=O)cc1	-3.3	-8.7	1.0	24.6	-24.6	0.3	-4.0	-2.2	5.7	1.8
CN1Cc2sc(N)c(C#N)c2CC1(C)C	-6.8	-0.2	16.1	-4.4	4.4	1.5	3.4	-7.3	-17.4	19.6
COC(=O)C1C(O)=C(C=NCc2ccccc2)C(=O)CC1(C)C (centres undefined)	-12.3	-0.7	-2.6	/	-8.2	-0.2	-3.1	-5.3	6.1	-2.8
CCC(C)C(NC(N)=O)C(=O)Nc1ccc(C(=O)OC)cc1 (centres undefined)	-4.3	3.7	-1.4	7.0	-7.0	0.0	-7.3	-1.3	-8.2	-1.4
O=C(O)c1cc(Cl)c2c(c1)OCO2	7.1	-13.9	8.3	/	/	0.4	11.3	-3.4	3.9	4.4
COC(=O)CSc1nnc(-c2ccccc2OC)n1-c1ccc(C)cc1	0.5	7.2	-0.4	1.1	-1.1	-1.8	-3.6	-2.8	7.1	17.8
Cc1nnc(SCC(=O)N2c3ccccc3Sc3ccccc32)n1N	-12.1	-3.1	-2.3	-7.0	7.0	2.2	2.3	2.9	-6.3	5.8
CCSc1nsc(NC(=O)Nc2ccccc2Cl)n1	-0.8	2.9	-0.9	-32.4	32.4	-0.8	0.2	-0.7	1.4	4.4
Cc1ccc(S(=O)(=O)NC2CCC(C(=O)O)CC2)cc1 (centres undefined)	12.5	-5.2	10.6	10.8	-10.8	-2.0	0.2	-6.1	-6.6	3.1
COCCn1c(SCC(=O)NCc2cccs2)nnc1-c1ccc(OC)cc1	-7.8	-10.5	0.3	1.8	-1.8	1.0	/	-0.7	3.7	12.8
O=C(COc1ccc(S(=O)(=O)NCc2ccccc2)cc1Cl)NCc1ccccn1	-1.4	5.0	-0.5	/	/	-1.8	4.4	-1.6	-18.4	20.4
Cc1ccc(-n2nnnc2CNC(=O)C2CC(=O)N(c3ccccc3)C2)cc1C (centres undefined)	-6.5	-2.4	-1.0	19.4	-19.4	3.4	/	2.1	-8.6	-13.9
COc1cccc(CNC(=O)Cn2nc(-c3ccc(Cl)cc3)ccc2=O)c1	-20.0	0.6	-0.3	-3.3	3.3	0.7	0.0	-6.3	-7.9	-2.3
CN(C)Cc1nc2c(c(=O)[nH]1)C1(CCCCC1)Cc1ccccc1-2	-6.9	-2.2	0.5	5.7	-5.7	1.1	8.3	-2.2	-17.5	-6.8
O=[N+]([O-])c1cccc(-c2c(-c3ccccc3)ncc3ccc(F)cc23)c1	4.4	10.0	0.5	-3.0	3.0	-4.5	/	0.9	-6.0	16.3
Cc1cn2c(nc1=O)OC1C(O)C(COC(=O)c3ccccc3)OC12 (centres undefined)	-11.7	-4.7	2.2	25.3	-25.3	0.6	1.6	-6.9	-9.7	-10.9
COc1ccc(C(C)NC(=O)c2cccc([N+](=O)[O-])c2)cc1OC (centres undefined)	-0.1	-6.1	-1.9	9.1	-9.1	0.6	2.7	0.9	-3.6	3.8
CC(=O)N1CCC2(CC1)C/C(=N\NC(=S)Nc1ccccc1C)c1cc(O)ccc1O2	-6.2	-1.3	0.3	-22.0	22.0	1.2	1.9	-2.5	-13.4	1.2
O=C(c1ccc(S(=O)(=O)Nc2ccccc2)cc1)N1CCC1	2.4	9.7	-1.6	29.1	-29.1	0.0	/	-2.3	1.4	0.1
COc1ccc(SC[C@H](Cc2ccccc2)N2CC[C@@H](C(C)(C)C)CCC2=O)cc1	-23.2	-15.4	0.5	-15.1	15.1	-5.1	/	-4.5	-2.1	-3.9
Cc1cccn2c(=O)c(/C=C(\C#N)C(N)=O)c(N3CCCCCC3)nc12	-14.3	-3.4	-1.2	-18.9	18.9	2.3	6.4	0.2	-10.7	-21.3
CCCn1c(SCC(=O)N2CC(=O)Nc3ccccc32)nc2ccccc21	-0.5	-9.7	-0.3	-7.2	7.2	0.1	2.2	-11.8	-13.6	11.7
CCOc1ccc(N=C2C(=O)N(CN3CCOCC3)c3ccccc32)cc1	-2.0	3.4	0.1	-4.7	4.7	-0.7	8.8	0.9	1.0	2.3
CCCN(C(=O)c1cc(CC)c(C)s1)c1c(N)n(Cc2ccccc2)c(=O)[nH]c1=O	-4.8	2.0	1.8	5.5	-5.5	7.7	0.2	0.8	-8.2	-5.2
CN(C)S(=O)(=O)c1ccc(-n2cccc2)cc1	0.4	-1.4	1.0	35.4	-35.4	0.1	/	-2.3	-26.1	-3.7
Cc1cccc(NCc2ccccc2)c1	-1.3	-2.6	-0.4	2.4	-2.4	-0.1	-1.0	-2.5	-0.3	5.2
COc1ccc(S(=O)(=O)N(C)CC(=O)NCc2cccnc2)cc1Cl	7.5	8.4	-0.8	17.1	-17.1	0.6	-5.1	-2.9	-1.4	-2.8
NC(=S)NN=C1C2CC3CC(C2)CC1C3	-8.6	-3.3	0.1	-78.5	78.5*	0.9	-1.4	-2.1	-2.0	-13.8
COCCC(=O)N1CCC(Oc2ccc(C(=O)N3CCCCC3CCO)cc2)CC1 (centres undefined)	-23.1	-3.5	1.2	11.4	-11.4	0.6	1.0	-1.8	-5.9	-16.1
COc1cccc(C(=O)Nc2ccccc2N2CCCC2)c1	-5.4	5.0	2.1	-6.2	6.2	-3.9	0.1	1.5	2.0	0.9
Cc1ccccc1NC(=O)CSc1nnc(C)c2ccccc12	-10.6	-1.4	-0.5	/	/	-1.1	5.2	-3.4	-10.8	-4.4
COc1cccc(NC(=O)c2ccc3c(SCC(=O)O)c4c(nc3c2)CCCC4)c1	4.6	1.9	-0.9	-12.1	12.1	-1.2	4.3	-7.2	-7.1	8.3
O=C(O)/C=C\c1cn(-c2ccccc2)nc1-c1cc2ccccc2o1	-9.5	-10.3	-2.2	6.5	-6.5	0.0	2.1	-0.8	4.2	3.7
CCOC(=O)CC(=O)CSc1ccc2nnc(-c3cccc(F)c3)n2n1	6.9	-19.4	2.1	12.5	-12.5	4.7	/	0.9	-4.6	33.9
CCNc1nc(NCC)nc(Nn2cnnc2)n1	-12.3	0.2	1.6	7.1	-7.1	-2.1	1.3	-0.4	-2.2	-7.1
COc1cc([C@@H]2c3cc4c(cc3[C@H](O)[C@H]3COC(=O)[C@H]23)OCO4)cc(OC)c1OC	9.0	10.8	0.9	0.3	-0.3	-1.7	/	-3.6	-1.2	5.7
O=C(NCCCN1CCOCC1)C1CCCN(S(=O)(=O)N2CCCCC2)C1 (centres undefined)	-11.7	7.2	0.2	3.6	-3.6	0.0	-0.2	0.0	-7.0	-9.4
Cc1cccc(-n2c(Cc3cc(=O)[nH]c(=O)[nH]3)nnc2SC(C)C)c1	5.5	1.1	1.2	5.4	-5.4	0.4	/	-1.6	-7.0	15.3
CCOC(=O)C(=O)c1csc(NC(=O)CCSc2ccc(C)cc2)n1	-13.6	-17.6	-0.3	18.7	-18.7	-0.2	0.0	-4.4	-13.0	-18.3
NS(=O)(=O)c1cccc(NC(=O)COC(=O)Cc2n[nH]c(=O)c3ccccc23)c1	2.5	-0.3	-0.3	-1.5	1.5	-0.7	1.6	-5.7	2.2	15.3
Cc1ccc(-n2c(=O)c(C#N)cc3c(=O)n4cccc(C)c4nc32)cc1	-18.1	-6.2	-0.1	26.1	-26.1	0.2	-1.8	-1.7	-7.5	-2.4
NC(=O)COC(=O)c1ccc(C(=O)C(=O)c2ccccc2)cc1	7.6	/	-0.9	11.9	-11.9	/	1.0	-4.3	/	-11.4
COc1cccc(/C(C)=N/NC(=O)Cc2c(C)[nH][nH]c2=O)c1	-11.3	7.8	0.0	3.9	-3.9	-1.2	0.1	3.0	4.5	3.9
COc1ccc(NC(C)=O)cc1NC(=O)CSc1nc2ncccc2[nH]1	-3.2	-2.6	-0.5	-2.1	2.1	-3.9	-0.7	3.0	1.0	37.8
COCCNc1nc2c(c(=O)n(Cc3ccc(OC)cc3)c(=O)n2C)n1C	-8.6	-10.5	0.5	16.4	-16.4	1.3	-0.9	-1.8	3.1	-0.6
CC(C)Oc1ccc(C(=O)OCC(=O)NCCNC(=O)COC(=O)c2ccc(OC(C)C)cc2)cc1	-10.2	9.8	-1.0	-56.3	56.3	-3.9	-1.2	-1.3	2.2	1.3
Cc1ccc(Cl)cc1NC(=O)COC(=O)c1ccc(CN2CCCC2=O)cc1	-15.4	-5.8	-0.7	0.4	-0.4	-5.7	4.3	-1.9	-9.5	-5.4
COc1cc(NS(=O)(=O)c2cc(C)ccc2OC)c(OC)cc1Cl	-13.0	-12.7	1.2	-9.2	9.2	-3.6	1.4	-5.0	-16.8	-9.9
C(=C\c1ccccc1)/CSc1nc2ncccc2[nH]1	-10.7	-3.9	-0.6	4.4	-4.4	-0.6	0.3	5.7	-6.3	-12.3
CC1CCc2sc(C(=O)NCC(C)(C)N3CCOCC3)cc2C1 (centres undefined)	-6.6	6.6	-1.7	-26.4	26.4	-1.1	-0.5	-6.6	-5.8	1.0
C=CCSc1nnc(NC(=O)c2ccc(Cl)nc2)s1	-6.8	-3.9	-0.6	5.5	-5.5	-0.8	7.8	4.6	-3.3	13.8
Brc1ccc(OCCOCCN2CCOCC2)cc1	-9.8	-5.8	1.9	29.6	-29.6	-0.4	-3.3	-3.2	-8.8	-7.1
COc1ccc(C(=O)N/N=C/C(=O)c2ccccc2)cc1	-5.2	-5.6	-0.7	-5.8	5.8	-2.3	-0.3	3.7	-4.8	-15.2

Profiles, quoted from the list. Screens in order: PvdQ acylase | PKA-R2B act | LANA DNA inh | SR-BI DiI-HDL act | SR-BI DiI inh | DAGLB inhibitor | NSD2 inh | Keap1 Nrf2 FP | RTF Ca sens inh | Arrestin-AP2 inh
COc1cccc(CNC(=O)Cn2nc(-c3ccc(Cl)cc3)ccc2=O)c1 is listed as -20.0 | 0.6 | -0.3 | -3.3 | 3.3 | 0.7 | 0.0 | -6.3 | -7.9 | -2.3
COc1ccc(SC[C@H](Cc2ccccc2)N2CC[C@@H](C(C)(C)C)CCC2=O)cc1 is listed as -23.2 | -15.4 | 0.5 | -15.1 | 15.1 | -5.1 | / | -4.5 | -2.1 | -3.9
O=C(COC(=O)/C=C/c1ccc(OC(F)F)cc1)NCc1cccs1 is listed as -15.3 | -5.0 | -0.8 | 16.0 | -15.9 | -2.5 | -3.1 | -1.9 | -6.4 | 13.6
